Assay outcomes (PubChem BioAssay)
FUS suppressor = rescues growth of FUS-expressing yeast | S. cerevisiae FUS-expressing, growth rescue, OD600, 24 h | Potency, µM (series often up to 76.6 µM), for inactives: at the highest dose growth rescue (activation), hits mostly activators | hit rate 0.24% among 390,000;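 further: plate controls were DMSO vehicle for no effect and reference control for full effect; nearly all actives have a fitted effect of over 55% in size; some results filed as inactive show a strong effect at the top dose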
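Steps: raffinose overnight preculture; dilution to OD 0.005 in 2% galactose minimal medium; compound addition (concentration series); 24hr at 30C, 99% humidity; absorbance read at 600 nm.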
PTHR1 ag = activates the human parathyroid hormone receptor PTHR1. HEK293 GP2 PTHR1 cells, GloSensor cAMP luminescence, 1 h. Potency, µM (top dose mostly 115 µM), inactives show at the highest dose activation, most hits filed as activators. hit rate 0.075% among 410,000; further: nearly all actives have a fitted effect of over 55% in size; some results filed as inactive show a strong effect at the top dose; inactives centre near -15; many of its hits are not listed in these tables
Target sequence (Q03431 whole entry, looked up): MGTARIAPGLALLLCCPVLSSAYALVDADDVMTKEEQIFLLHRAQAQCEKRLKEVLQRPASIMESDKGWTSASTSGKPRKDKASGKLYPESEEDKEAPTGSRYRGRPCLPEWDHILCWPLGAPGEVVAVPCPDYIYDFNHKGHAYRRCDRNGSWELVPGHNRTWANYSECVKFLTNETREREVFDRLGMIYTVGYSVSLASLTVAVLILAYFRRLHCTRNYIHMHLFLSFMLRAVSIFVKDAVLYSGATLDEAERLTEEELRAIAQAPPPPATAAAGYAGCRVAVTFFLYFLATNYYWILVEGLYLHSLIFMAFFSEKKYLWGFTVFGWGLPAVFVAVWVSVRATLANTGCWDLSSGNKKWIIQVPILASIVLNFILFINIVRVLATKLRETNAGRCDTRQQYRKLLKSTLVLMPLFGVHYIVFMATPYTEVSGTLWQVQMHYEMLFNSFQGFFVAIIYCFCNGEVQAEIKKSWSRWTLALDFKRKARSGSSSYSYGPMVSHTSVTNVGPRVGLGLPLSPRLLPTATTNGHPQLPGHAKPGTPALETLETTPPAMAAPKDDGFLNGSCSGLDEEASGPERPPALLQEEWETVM
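HEK-293-derived GP2 cells expressing PTHR1 and a GloSensor cAMP reporter, 3,000/well, plated overnight, given luciferin plus IBMX (each 0.5 mM as added) for 1 h at 37 °C, then compound for 1 h at 37 °C. Luminescence was read after 15 min at room temperature.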
TDP-43 yeast inh = inhibitors of TDP-43 toxicity in yeast; TDP-43 expressing yeast growth rescue, BacTiter-Glo, 24 h; Potency, µM (highest dose often 46.1 µM), for inactives: at the top dose growth rescue (activation), hits mostly activators; hit rate 1.8% among 410,000; AID 652104; further: % of control where 0% means no effect; nearly all actives have a fitted effect of over 50% in size
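Cell-based yeast growth screen: TDP-43 expression induced in galactose, inoculum OD600=0.02 after raffinose pregrowth to mid-log. Read-out BacTiter-Glo luminescence at 24 hr, 30 deg C; inhibition of toxicity seen as signal increase.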
* = called active by the depositor; [ ] = remark or other dose. The call rests on the fitted dose curve; in most records, active means well fitted curve in the direction sought with a large enough effect; inconclusive means small, poorly fitted or top-dose-only effect, or another doubt; inactive means no such curve, though single readings can be large; an effect the other way counts as inactive or inconclusive. Potency means the concentration at half of the fitted maximal effect. A portion of the library; the hit share may differ from the screen's.

What do the screens show for `Cc1ccc(C)c(N2CCN(C(c3ccccc3)c3nnc(-c4ccccc4F)o3)CC2)c1` (stereo not drawn)?
FUS suppressor: 34%; PTHR1 ag: -10%; TDP-43 yeast inh: 8%

Results for COc1ccc(CNC(=O)Cc2c(C)c3ccc(O)cc3oc2=O)cc1 ?
FUS suppressor: -3%; PTHR1 ag: inactive; TDP-43 yeast inh: 11%

How did COc1ccc(NS(=O)(=O)c2ccc(-c3cnc(C4CC4)o3)cc2)cc1Cl do in these assays?
FUS suppressor: inconclusive; PTHR1 ag: -5%; TDP-43 yeast inh: 28%

What do the screens show for `Cc1ccccc1CCNC(=O)c1ccc(Cn2c(=O)c3cccn3c3cccnc32)cc1`?
FUS suppressor: -3%; PTHR1 ag: inactive; TDP-43 yeast inh: 15%

What do the screens show for `COC(=O)c1cc(NC(=O)c2cnc(SC)nc2-c2ccccc2)cc(C(=O)OC)c1`?
FUS suppressor: -2%; PTHR1 ag: inactive; TDP-43 yeast inh: 19%

Results for O=C(NCc1ccc(F)cc1)c1ccc(CS(=O)(=O)c2ccc(Cl)cc2)o1 ?
FUS suppressor: -2%; PTHR1 ag: -29%; TDP-43 yeast inh: 19%

What do the screens show for `O=S(=O)(NCCc1nnc2ccc(SCc3ccc(C(F)(F)F)cc3)nn12)c1ccccc1`?
FUS suppressor: 34%; PTHR1 ag: inactive; TDP-43 yeast inh: 14%

How did CCOC(=O)c1c(C)[nH]c(CCC(=O)NCc2ccc(OC)c(OC)c2)c1C do in these assays?
FUS suppressor: -5%; PTHR1 ag: inactive; TDP-43 yeast inh: 16%

What do the screens show for `Cc1cccc(-c2cc(NC(=O)C(C)(C)C)n(-c3ccccc3)n2)c1`?
FUS suppressor: 27%; PTHR1 ag: inactive; TDP-43 yeast inh: inconclusive

What do the screens show for `COc1ccc(-c2cn3c(n2)sc2cc(C(=O)Nc4ccc(F)cc4)ccc23)cc1`?
FUS suppressor: 0%; PTHR1 ag: inactive; TDP-43 yeast inh: inconclusive

What do the screens show for `CC(=O)c1cccc(NC(=O)N2CCC(CN3CCCCC3)CC2)c1`?
FUS suppressor: -14%; PTHR1 ag: -16%; TDP-43 yeast inh: 2%

What do the screens show for `COc1ccccc1CNC(=O)Cc1c(C)c2c(cc(C)c3c(C)c(C)oc32)oc1=O`?
FUS suppressor: -11%; PTHR1 ag: -13%; TDP-43 yeast inh: 8%

Results for O=C1c2oc3ccccc3c(=O)c2C(c2ccccc2)N1Cc1ccc2c(c1)OCO2 (stereo not drawn) ?
FUS suppressor: -7%; PTHR1 ag: -7%; TDP-43 yeast inh: 9%

How did CCc1ccc(S(=O)(=O)c2nnn(-c3ccc(F)cc3)c2N)cc1 do in these assays?
FUS suppressor: -14%; PTHR1 ag: -4%; TDP-43 yeast inh: 4%

What do the screens show for `Cc1ccc(C(=O)Nc2nnc(SCc3cc(=O)n4ccc(C)cc4n3)s2)cc1`?
FUS suppressor: -4%; PTHR1 ag: inactive; TDP-43 yeast inh: 13%

Some of these compounds in order of molar mass, smallest number first.
What do the screens show for `Cc1cccc(-c2cc(NC(=O)C(C)(C)C)n(-c3ccccc3)n2)c1`?
FUS suppressor: 27%; PTHR1 ag: inactive; TDP-43 yeast inh: inconclusive

What do the screens show for `CC(=O)c1cccc(NC(=O)N2CCC(CN3CCCCC3)CC2)c1`?
FUS suppressor: -14%; PTHR1 ag: -16%; TDP-43 yeast inh: 2%

How did CCc1ccc(S(=O)(=O)c2nnn(-c3ccc(F)cc3)c2N)cc1 do in these assays?
FUS suppressor: -14%; PTHR1 ag: -4%; TDP-43 yeast inh: 4%

Results for O=C(NCc1ccc(F)cc1)c1ccc(CS(=O)(=O)c2ccc(Cl)cc2)o1 ?
FUS suppressor: -2%; PTHR1 ag: -29%; TDP-43 yeast inh: 19%

What do the screens show for `Cc1ccc(C(=O)Nc2nnc(SCc3cc(=O)n4ccc(C)cc4n3)s2)cc1`?
FUS suppressor: -4%; PTHR1 ag: inactive; TDP-43 yeast inh: 13%

What do the screens show for `Cc1ccccc1CCNC(=O)c1ccc(Cn2c(=O)c3cccn3c3cccnc32)cc1`?
FUS suppressor: -3%; PTHR1 ag: inactive; TDP-43 yeast inh: 15%

What do the screens show for `O=S(=O)(NCCc1nnc2ccc(SCc3ccc(C(F)(F)F)cc3)nn12)c1ccccc1`?
FUS suppressor: 34%; PTHR1 ag: inactive; TDP-43 yeast inh: 14%

(cont.)
What do the screens show for `CCCOc1ccc(C(=O)N(Cc2ccc(N(C)C)cc2)CC2CCCO2)cc1` (stereo not drawn)?
FUS suppressor: 12%; PTHR1 ag: -11%; TDP-43 yeast inh: -5%

How did CCOC(=O)c1c(C)c(-c2ccccc2)n(CC(=O)NCc2ccccc2)c1C do in these assays?
FUS suppressor: -5%; PTHR1 ag: -24%; TDP-43 yeast inh: 8%

What do the screens show for `COc1ccccc1NC(=O)c1oc2ccccc2c1NC(=O)c1ccccc1C(F)(F)F`?
FUS suppressor: -11%; PTHR1 ag: inactive; TDP-43 yeast inh: 23%

Results for COc1ccc(C)cc1NC(=O)C(=O)NCCc1csc2nc(-c3ccccc3F)nn12 ?
FUS suppressor: -13%; PTHR1 ag: -17%; TDP-43 yeast inh: 36%

How did CCCCCCC(=O)Nc1cc2nc3c(nc2cc1C)c(=O)n(C)c(=O)n3C do in these assays?
FUS suppressor: -18%; PTHR1 ag: -17%; TDP-43 yeast inh: 7%

How did COc1cccc(NC(=O)CN(CCc2ccccc2)S(=O)(=O)c2ccc(Cl)cc2)c1 do in these assays?
FUS suppressor: 18%; PTHR1 ag: inactive; TDP-43 yeast inh: 15%

How did Cc1ccc2oc(C(=O)Nc3c(C(=O)Nc4cccc(Cl)c4)oc4ccccc34)cc(=O)c2c1 do in these assays?
FUS suppressor: 12%; PTHR1 ag: inactive; TDP-43 yeast inh: 29%

Results for Cc1ccc(Cl)cc1N1CCN(S(=O)(=O)c2cc3[nH]c(=O)c(=O)[nH]c3cc2C)CC1 ?
FUS suppressor: -4%; PTHR1 ag: -9%; TDP-43 yeast inh: 5%

How did O=C(Nc1nc2ccc(F)cc2s1)c1nc(S(=O)(=O)Cc2ccccc2)ncc1Cl do in these assays?
FUS suppressor: inconclusive; PTHR1 ag: -32%[inhibitor]; TDP-43 yeast inh: inconclusive

What do the screens show for `Cc1cccc(C(=O)N2c3nc(-c4ccco4)nn3C3(CCCCC3)[C@@H]3CCCC[C@@H]32)c1`?
FUS suppressor: 15%; PTHR1 ag: inactive; TDP-43 yeast inh: 14%

What do the screens show for `COc1ccc(C(=O)NCc2ccc3c(c2)CCN3C(C)=O)cc1OC`?
FUS suppressor: -1%; PTHR1 ag: inactive; TDP-43 yeast inh: 8%

Results for Cc1ccccc1NC(=O)c1c(C)oc2ccc(O)c(CN(C)Cc3ccccc3)c12 ?
FUS suppressor: 6%; PTHR1 ag: inactive; TDP-43 yeast inh: 17%

How did O=S(=O)(Nc1cccc(-c2ccc(N3CCCC3)nn2)c1)c1cc(F)ccc1F do in these assays?
FUS suppressor: -6%; PTHR1 ag: inactive; TDP-43 yeast inh: 9%

How did CCNC(=O)C1CCCN(c2nnc(C)c3c(C)n(-c4ccc(C)cc4)nc23)C1 (stereo not drawn) do in these assays?
FUS suppressor: -28%; PTHR1 ag: -18%; TDP-43 yeast inh: 20%

Results for Cn1c(CNC(=O)CSc2n[nH]c(-c3ccccc3Cl)n2)nc2ccccc21 ?
FUS suppressor: 7%; PTHR1 ag: -6%; TDP-43 yeast inh: -15%

Results for O=C(Nc1ccc2oc(-c3cccnc3)nc2c1)c1ccccc1F ?
FUS suppressor: 12%; PTHR1 ag: -12%; TDP-43 yeast inh: -10%

Results for COc1ccc(-c2noc(CCC(=O)Nc3cccc(C)c3C)n2)cc1OC ?
FUS suppressor: 11%; PTHR1 ag: -14%; TDP-43 yeast inh: 12%

Results for Cc1cccc(NC(=O)Cn2c(=O)n(Cc3ccccc3)c(=O)c3oc4ccccc4c32)c1C ?
FUS suppressor: -13%; PTHR1 ag: inactive; TDP-43 yeast inh: 10%

How did Cc1c(C(=O)N2CCC(C)CC2)c(S(=O)(=O)N(Cc2ccccc2)C(C)(C)C)c(C)n1C do in these assays?
FUS suppressor: 39%; PTHR1 ag: inactive; TDP-43 yeast inh: 25%

How did COc1ccc(F)cc1S(=O)(=O)Nc1cccc(-c2ccc(N3CCC(C)CC3)nn2)c1 do in these assays?
FUS suppressor: 7%; PTHR1 ag: -37%[inhibitor]; TDP-43 yeast inh: 16%

What do the screens show for `Cc1ccccc1NC(=O)c1c(C)oc2ccc(O)c(CN3CCCCCC3)c12`?
FUS suppressor: 5%; PTHR1 ag: 20%; TDP-43 yeast inh: -15%

What do the screens show for `N#Cc1cccc(NC(=O)C2CCN(c3cnccn3)CC2)c1`?
FUS suppressor: 26%; PTHR1 ag: inactive; TDP-43 yeast inh: 7%

Results for CCc1ccc(CNc2ncc(-c3cccc(OC)c3)n2C)cc1 ?
FUS suppressor: -3%; PTHR1 ag: -36%[inhibitor]; TDP-43 yeast inh: 4%

Results for CCOC(=O)c1ccccc1Nc1nc2ccc(C)cc2n2nnnc12 ?
FUS suppressor: -18%; PTHR1 ag: 14%; TDP-43 yeast inh: 21%

How did CCC(=O)N1CCc2cc(S(=O)(=O)CCC(=O)N3CCN(c4cccc(C)c4)C(C)C3)ccc21 (stereo not drawn) do in these assays?
FUS suppressor: inconclusive; PTHR1 ag: -25%; TDP-43 yeast inh: -25%

How did Cn1ccc2cc(S(=O)(=O)N3CCCC(C(=O)NCc4ccccc4)C3)ccc21 (stereo not drawn) do in these assays?
FUS suppressor: -17%; PTHR1 ag: -21%; TDP-43 yeast inh: 0%

Results for Cc1ccc(OCc2nc3ccccc3n2Cc2ccccc2Cl)cc1 ?
FUS suppressor: 39%; PTHR1 ag: inactive; TDP-43 yeast inh: 0%

What do the screens show for `Cc1ccc(C)c(NC(=O)Cn2c(=O)oc3cc(S(=O)(=O)NCc4ccccc4)ccc32)c1`?
FUS suppressor: 25%; PTHR1 ag: -27%; TDP-43 yeast inh: 7%

What do the screens show for `COc1ccc2[nH]cc(CCNC(=O)Nc3cccc(F)c3)c2c1`?
FUS suppressor: -7%; PTHR1 ag: -16%; TDP-43 yeast inh: 22%

How did CCOc1ccc(C2CC(c3c(O)n(C4CCCCC4)c(=O)[nH]c3=O)=Nc3ccccc3S2)cc1 (stereo not drawn) do in these assays?
FUS suppressor: -27%; PTHR1 ag: inactive; TDP-43 yeast inh: inconclusive

What do the screens show for `COc1ccc(C(=O)N(Cc2sccc2C)C2CCS(=O)(=O)C2)cc1Cl` (stereo not drawn)?
FUS suppressor: 24%; PTHR1 ag: -7%; TDP-43 yeast inh: 12%

Results for CCCCc1nn2c(=O)cc(COC(=O)CNC(=O)COc3ccc(C)cc3)nc2s1 ?
FUS suppressor: 33%; PTHR1 ag: inactive; TDP-43 yeast inh: 13%

Results for O=C(NNc1ncnc2c1cnn2-c1ccccc1)c1cccc(Cl)c1 ?
FUS suppressor: -19%; PTHR1 ag: -26%; TDP-43 yeast inh: 14%

Results for Cc1nn(C(C)(C)C)c(OC(=O)c2c(F)cccc2F)c1Sc1ccccc1 ?
FUS suppressor: 7%; PTHR1 ag: inactive; TDP-43 yeast inh: 1%

How did Cc1ccc(-c2ccc(CCC(=O)O)n2-c2ccc(C(C)C)cc2)cc1 do in these assays?
FUS suppressor: inconclusive; PTHR1 ag: -22%; TDP-43 yeast inh: 0%

How did CCc1ccc(CNC(=O)CN2C(=O)CSc3ccc(S(=O)(=O)N4CCOCC4)cc32)cc1 do in these assays?
FUS suppressor: 26%; PTHR1 ag: inactive; TDP-43 yeast inh: 26%

What do the screens show for `CCc1ccccc1NC(=O)c1ncoc1-c1ccco1`?
FUS suppressor: 5%; PTHR1 ag: 5%; TDP-43 yeast inh: 23%

What do the screens show for `O=C(NCc1ccco1)c1ccc2c(c1)N(Cc1ccccc1)C(=O)c1ccccc1S2(=O)=O`?
FUS suppressor: -3%; PTHR1 ag: -11%; TDP-43 yeast inh: inconclusive

How did Cc1ccc(OCc2cc(=O)n3c(-c4ccccc4)csc3n2)cc1 do in these assays?
FUS suppressor: -18%; PTHR1 ag: -58%; TDP-43 yeast inh: 23%

What do the screens show for `Cc1cc(C)n2c(Nc3cccc(C(F)(F)F)c3)c(-c3ccsc3)nc2n1`?
FUS suppressor: -4%; PTHR1 ag: inactive; TDP-43 yeast inh: 24%

Results for COc1cc(NC(=O)Cn2cc(C(=O)c3ccc(F)cc3)c(=O)c3ccc(C)nc32)cc(OC)c1 ?
FUS suppressor: inconclusive; PTHR1 ag: 13%; TDP-43 yeast inh: 1%

How did COc1cccc(CNC(=O)c2sc3nc4n(c(=O)c3c2C)CCC4)c1 do in these assays?
FUS suppressor: -6%; PTHR1 ag: -17%; TDP-43 yeast inh: 6%
